Bioassay records as filed in PubChem BioAssay.
TrxR1 substrate: substrates of rat thioredoxin reductase 1. AID 588456. O89049. actives 0.01% (n = 390,000). Potency, µM (series often up to 114 µM), inactives show at the top dose activity change, negative = substrate turnover. purified TrxR1 substrate turnover, NADPH consumption readout; also: % is scaled to controls: 0 for no effect and ±100 for the full control effect; nearly all actives have a fitted effect of over 50% in size
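Rat TrxR1, dispensed at 90 nM, was prereduced with 400 uM NADPH (final) for 5 min at ~22 deg C, then incubated with compound 15 min before 400 uM selenite. A first-read NADPH fluorescence drop versus no-compound background flagged substrates.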
RXFP1 agonist: activates the human relaxin receptor RXFP1 | actives 0.3% (n = 370,000) | AID 2676 | Potency, µM (doses to about 57.5 µM), for the others: at the top dose activation, usual class: activators | HEK293T-RXFP1 cAMP TR-FRET, 30 min; response scale: percent of porcine relaxin response, buffer zero | Q9HBX9; also: % is scaled to controls: 0 for no effect and ±100 for the full control effect; nearly all actives have a fitted effect of over 60% in size; many of its hits are not listed in these tables
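cAMP rise read by TR-FRET after 30 min, 37C compound exposure (up to 58 uM) in RXFP1-transfected HEK293 cells with Ro 20174 present. EC50 from Hill-equation fits, with 29 nM porcine relaxin as 100% and buffer as basal.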
Vif-APOBEC3F blk: blocks the Vif interaction with APOBEC3F | Potency, µM (series often up to 46.1 µM), without a hit: top-dose activity, negative = active | HeLa A3F-eYFP + Vif (tagged APOBEC3F with the HIV-1 protein that degrades it), YFP fluorescence increase | actives 0.2% (n = 390,000) | AID 602313; also: % of control where 0% means no effect; nearly all actives have a fitted effect of over 65% in size
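Fluorescence increase (Ex 488/Em 500-530) after overnight compound treatment at 37 deg C flags inhibition of Vif-driven A3F-eYFP loss in stable HeLa A3F-eYFP/Vif cells seeded overnight beforehand.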
USP1 inh: blocks the human USP1/UAF1 deubiquitinase complex; recombinant USP1/UAF1, Ub-Rhodamine cleavage fluorescence; Potency, µM (titrated, usually from 57.1 µM), for the others: at the highest dose activity change, negative = inhibition, usual class: inhibitors; actives 0.23% (n = 390,000); also: % is scaled to controls: 0 for no effect and ±100 for the full control effect; nearly all actives have a fitted effect of over 60% in size; inactives centre near -12
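1 nM enzyme complex + cpd, 15 min RT; start with Ub-Rho 150nM final; kinetic fluorescence ex 480/em 540, 6 reads q60 s. Buffer 50mM HEPES pH 7.8, 0.5mM EDTA, 0.1 mg/ml BSA, 1mM TCEP, 0.01% Tween-20.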
RGS4 inh: inhibitors of human regulator of G protein signaling 4; AID 504845; actives 0.039% (n = 390,000); P49798; Potency, µM (highest dose often 114 µM), for inactives: top-dose activity change, negative = inhibition, usual class: inhibitors; Transcreener GDP fluorescence polarization, RGS4-accelerated GTP hydrolysis; also: % is scaled to controls: 0 for no effect and ±100 for the full control effect; nearly all actives have a fitted effect of over 75% in size; some results filed as inactive show a strong effect at the top dose
Target sequence (P49798 whole entry, looked up): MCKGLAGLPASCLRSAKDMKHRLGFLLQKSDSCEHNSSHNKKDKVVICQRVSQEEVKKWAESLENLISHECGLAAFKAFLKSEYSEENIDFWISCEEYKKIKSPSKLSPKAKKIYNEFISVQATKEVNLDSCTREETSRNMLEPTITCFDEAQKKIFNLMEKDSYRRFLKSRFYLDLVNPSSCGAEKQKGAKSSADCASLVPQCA
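MLSMR compounds (23 nl, pin-transferred) preincubated 10 min at room temperature with a 500nM (2x) first reagent, then RGS4 at 900nM (2x) plus Transcreener GDP mix added; fluorescence polarization (620/688 nm) read before and after 90 min at 30 °C.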
IDH1 R132H inh: inhibitors of human mutant IDH1 R132H | actives 0.093% (n = 390,000) | Potency, µM (doses to about 76.6 µM), for the others: at the top dose activity change, negative = inhibition, hits mostly inhibitors | IDH1-R132H enzyme, NADPH consumption, diaphorase/resazurin fluorescence | O75874; also: % is scaled to controls: 0 for no effect and ±100 for the full control effect; nearly all actives have a fitted effect of over 65% in size
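IDH1-R132H (0.5 ug/mL) preincubated 30 min with compound, then NADPH (0.016 mM) and alpha-KG (2 mM) added; 80 min at RT, pH 7.5. Remaining NADPH coupled via diaphorase/resazurin to fluorescence (540/590 nm); concentration-response curves normalized to no-enzyme control.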
ALOX12 inh: blocks human arachidonate 12S-lipoxygenase | P18054 | purified 12hLO, xylenol orange hydroperoxide absorbance | Potency, µM (top dose mostly 108 µM), inactives show at the top dose activity change, negative = inhibition, actives largely listed as inhibitors | actives 1.1% (n = 580,000); also: % is scaled to controls: 0 for no effect and ±100 for the full control effect
Target sequence (P18054 whole entry, looked up): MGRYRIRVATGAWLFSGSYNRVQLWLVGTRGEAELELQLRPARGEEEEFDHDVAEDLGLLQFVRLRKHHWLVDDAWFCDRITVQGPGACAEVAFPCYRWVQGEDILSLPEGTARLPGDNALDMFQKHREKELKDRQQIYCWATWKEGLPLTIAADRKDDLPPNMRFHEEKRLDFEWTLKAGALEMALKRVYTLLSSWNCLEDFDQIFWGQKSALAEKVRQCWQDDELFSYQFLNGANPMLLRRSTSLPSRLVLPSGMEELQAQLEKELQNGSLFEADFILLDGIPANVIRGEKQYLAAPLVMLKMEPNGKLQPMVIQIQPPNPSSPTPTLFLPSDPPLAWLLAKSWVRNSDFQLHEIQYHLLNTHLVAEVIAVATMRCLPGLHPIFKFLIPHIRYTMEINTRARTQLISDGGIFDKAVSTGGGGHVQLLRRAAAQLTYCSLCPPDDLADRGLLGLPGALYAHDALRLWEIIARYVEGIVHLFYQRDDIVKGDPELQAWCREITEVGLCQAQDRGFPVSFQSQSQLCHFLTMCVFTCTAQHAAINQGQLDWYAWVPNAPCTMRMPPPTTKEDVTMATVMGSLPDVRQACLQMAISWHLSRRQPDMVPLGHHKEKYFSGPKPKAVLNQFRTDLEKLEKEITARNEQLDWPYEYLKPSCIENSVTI
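Purified human 12hLO at 150 nM in 25 mM Hepes, 0.01% Triton X-100, pH 7.0, preincubated 15 min at room temperature with compound. Reaction started with 40 uM arachidonic acid, 30 min at room temperature. Hydroperoxide measured by Fe-xylenol orange, 573/405 nm absorbance ratio.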
rTrxR1 inhibitor: blocks rat thioredoxin reductase 1. actives 1% (n = 390,000). recombinant rTrxR1, NADPH fluorescence consumption, selenite substrate. O89049. Potency, µM (highest dose often 114 µM), without a hit: top-dose activity change, negative = inhibition, most hits filed as inhibitors; also: % is scaled to controls: 0 for no effect and ±100 for the full control effect; nearly all actives have a fitted effect of over 65% in size
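Rat TrxR1 (90 nM in the dispensed reagent) was pre-reduced with 400 uM NADPH for 5 min at room temperature, then incubated with compound for 15 min. After 400 uM selenite was added, NADPH fluorescence (Ex 340/Em 450 nm) was followed for 8 min.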
Vif-APOBEC3G blk: inhibitors of Vif-APOBEC3G interaction; Potency, µM (doses to about 46.1 µM), for the others: at the highest dose activity, negative = active, actives largely listed as inhibitors; actives 0.076% (n = 410,000); HeLa A3G-eYFP + Vif (tagged APOBEC3G with the HIV-1 protein that degrades it), YFP fluorescence, overnight; Q9HC16; AID 602310;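 also: % is scaled to controls: 0 for no effect and ±100 for the full control effect; nearly all actives have a fitted effect of over 60% in size; hits raise eYFP signal because A3G escapes Vif-driven loss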
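HeLa cells stably expressing Vif and C-terminally eYFP-tagged A3G, seeded overnight at 37 deg C, then exposed to compound by pintool overnight at 37 deg C. Rise in yellow fluorescence (Ex 488/Em 500-530, Acumen) marks blocked Vif-driven A3G degradation.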
* marks the source's active call; other numbers are inactive results; ? = inconclusive; · = no result given; & = joins results of further samples; [ ] = remark or other dose. Calls follow the shape of the dose curve; as a rule, active = well fitted curve in the direction sought with a large enough effect; inconclusive = small, poorly fitted or top-dose-only effect, or another doubt; inactive = no such curve, though single readings can be large; an effect the other way counts as inactive or inconclusive. Potency is read from the fitted curve at half-maximal effect. A portion of the library; the hit share may differ from the screen's.

Every second line gives: TrxR1 substrate	RXFP1 agonist	Vif-APOBEC3F blk	USP1 inh	RGS4 inh	IDH1 R132H inh	ALOX12 inh	rTrxR1 inhibitor	Vif-APOBEC3G blk
[1] Cc1ccc(NC(=O)CSc2nc3ccc(Br)cc3[nH]2)c(C)c1
  -8%	-1.6%	0%	-17%	-23%	13%	-81%	-31%	4%
[2] O=C(NCCc1ccc(Cl)cc1)c1cnc2sc(N3CCCC3)nn2c1=O
  32%[activator][57.1 µM]	2.0%	1%	9%	1%	4%	-23%	6%[57.1 µM]	0%
[3] Cc1nnc(SCC(=O)Nc2nc(-c3ccc(F)cc3)cs2)[nH]c1=O
  4%	14%	9%	-25%	-19%	-16%	-3%	9%	-1%
[4] Cc1ccc(N(CCC#N)C(=O)COC(=O)c2ccccc2SCC(=O)N2CCCC2)cc1
  5%	1.0%	6%	-16%	-1%	6%	-13%	17%	0%
[5] CC1CCCN(c2nc3nonc3nc2Nc2ccccc2F)C1 (configuration not stated)
  0%[11.4 µM]	3.4%	3%	-12%	-21%	-6%	7%	6%[11.4 µM]	-7%
[6] Cc1ccc2nc(N(Cc3cccnc3)C(=O)COc3ccccc3)sc2c1
  -12%[57.1 µM]	-0.9%	?	-21%	-5%	-28%	-2%	10%[57.1 µM]	-4%
[7] Cc1ccc(C)c(CN2C(=O)CSc3ccc(C(=O)N4CCCC4)cc32)c1
  0%	3.9%	3%	-1%	23%	-3%	1%	1%	-11%
[8] CCCOc1ccc(NC(=O)CC2C(=O)N(CC)C(=S)N2Cc2cccs2)cc1 (configuration not stated)
  -3%	4.3%	1%	-9%	-22%	5%	-22%	13%	1%
[9] CCOC(=O)C1=C(C)N(CCCC(=O)O)C(=O)NC1c1cccs1 (configuration not stated)
  5%[57.1 µM]	·	1%	-18%	-16%	-11%	10%	40%	1%
[10] O=C1C(Cc2ccccc2)Nc2ncnc(N3CCc4ccccc4C3)c2N1Cc1ccccc1 (configuration not stated)
  8%[57.1 µM]	·	0%	?	-8%	-5%	·	-10%[57.1 µM]	-1%
[11] O=c1cc2c(=O)oc3cc(O)c(O)oc3c2c(O)c1O
  -11%	4.3%	-6%	-20%	-27%	-3%	-19%	-18%	2%
[12] COCCNC(=S)NN(c1ccccc1)c1ccccc1
  -2%	2.6%	-13%	5%	-14%	-1%	-19%	10%[57.1 µM]	0%
[13] COc1cc([N+](=O)[O-])c(N2CCOCC2)c([N+](=O)[O-])c1OC
  -5%	1.0%	6%	-9%	-2%	5%	0%	-2%[57.1 µM]	0%
[14] CCC(=O)N1CCc2cc(Br)cc(S(=O)(=O)NCCN3CCCC3)c21
  6%	2.9%	0%	-18%	-8%[56.9 µM]	-7%	17%	?	-3%
[15] O=S(=O)(c1ccc(F)cc1F)N1CCN(CCO)CC1
  10%[57.1 µM]	·	13%	-11%	-15%	0%	-1%	5%[11.4 µM]	1%
[16] O=C(/C=C/c1ccccn1)c1ccc(Br)cc1O
  -5%	-0.1%	-15%	-1%	0%	-2%	?	?	-7%
[17] COCC(=O)Nc1cc(C)c2c(=O)oc3ccccc3c2n1
  4%	-1.1%	-2%	-14%	1%	-6%	-3%	29%	0%
[18] CCN(CC)c1ccc(Nc2nc(Cl)ncc2Br)cc1
  -3%	-1.5%	-12%	-3%	-5%	-6%	?	11%	1%
[19] COC(=O)c1cc(O)cc(OC)c1Oc1cc(C)cc(O)c1C(=O)O
  0%	-1.1%	-5%	-23%	-7%	-15%	?	-27%	-1%
[20] Cn1ncc(Cl)c(Oc2ccc(C(C)(C)C)cc2)c1=O
  4%[11.4 µM]	0.8%	-1%	-21%	-14%	10%	16%	12%[11.4 µM]	-5%
[21] COC(=O)c1ccc(C(=O)OC)c(NC(=O)CSc2n[nH]c(N)n2)c1
  0%	·	-1%	?	18%	-1%	0%	19%	2%
[22] Cc1ccc(Cl)cc1NC(=O)Cn1c(=O)n(C(C)C)c(=O)c2oc3ccccc3c21
  -7%	23%	-17%	-14%	16%	-2%	?	-9%	-2%
[23] CCOc1ccc(Br)cc1S(=O)(=O)Nc1cccc(S(=O)(=O)N2CCOCC2)c1
  -9%	·	10%	-23%	12%	-2%	9%	-7%	3%
[24] Cc1c(C(=O)N2CCN(CCc3ccccc3)CC2)oc2ccccc12
  8%	-0.3%	-2%	-5%	-11%	-1%	-16%	14%	0%
[25] COc1ccc(NC(=O)C2CCN(C(=O)[C@@H]3Cc4ccccc4CN3C(=O)OC(C)(C)C)CC2)cc1
  2%[57.1 µM]	-3.5%	-11%	1%	0%[56.9 µM]	-1%	-9%	5%[57.1 µM]	-9%
[26] Cc1cc(Nc2ccc(N3CCC(C)CC3)cc2)n2ncnc2n1
  9%	-1.6%	-1%	-19%	-16%	6%	?	-17%	-2%
[27] CCOC(=O)c1c(NC(=O)OC)sc2c1CCC2
  5%	1.0%	6%	-17%	6%	8%	-22%	12%	-4%
[28] CCC(C)Nc1nc(-c2c[nH]c3ccccc23)cs1 (configuration not stated)
  -8%	-3.3%	?	?	?	10%	50µM*	-20%	-12%
[29] COc1ccc2c(O)c(-c3c(C)cc(C)cc3C)c(=O)[nH]c2c1
  48%	·	-13%	1%	-18%	2%	1%	21%	0%
[30] CC1CCC2(CC1)NC(=O)N(CC(=O)NCc1ccc3c(c1)OCO3)C2=O (configuration not stated)
  -6%	0.0%	-12%	-3%	10%	4%	1%&1%	7%	2%
[31] COc1ccc(Nc2nc(-c3cccc(OC)c3O)nc3ccccc23)cc1
  -2%	-0.4%	-2%	?	2%	-7%	?	9%	-3%
[32] Cc1ccccc1OC(C)C(=O)NCCCN1CCOCC1 (configuration not stated)
  5%	-4.0%	-3%	-9%	3%	-13%	-12%	20%	2%
[33] CN1CCN(C(=O)CCN2C(=O)c3ccccc3C2=O)CC1
  -1%	-4.3%	-11%	-9%	-1%	-5%	15%	18%	5%
[34] CC(C)NC(=O)N1CCC(N2CCN(Cc3ccc(F)cc3)C(=O)C2=O)CC1
  -2%[57.1 µM]	3.0%	4%	-17%	-1%	-8%	-20%	-1%[57.1 µM]	0%
[35] COc1cccc(CSc2nc3n(n2)C(c2cccnc2)C(C(=O)Nc2ccccc2C)=C(C)N3)c1 (configuration not stated)
  -6%[57.1 µM]	0.1%	-8%	-17%	-1%	-2%	-18%	9%[57.1 µM]	1%
[36] Cc1cc2c(Nc3ccccc3O)ncnc2s1
  ·	·	-2%	-18%	·	5%	?	·	-4%
[37] O=C(Nc1cccc2ccccc12)N1CCN(c2ncccn2)CC1
  16%	-5.9%	-11%	-18%	-18%	5%	-10%	26%	1%
[38] COc1ccccc1NC(=O)N1CCOc2ccccc21
  -6%	4.0%	-2%	4%	3%	3%	-13%	5%	-4%
[39] O=C(c1ccccc1)N1CCN(S(=O)(=O)N2CCOCC2)CC1
  0%[57.1 µM]	-1.2%	-13%	-4%	14%	0%	-14%	5%[57.1 µM]	-2%
[40] CCc1ccc(-c2nn[nH]n2)cc1
  7%[57.1 µM]	-1.4%	-4%	-10%	8%	6%	1%	8%[57.1 µM]	1%
[41] COC(=O)c1ccc(N=Nc2ccccc2)cc1
  1%[57.1 µM]	-1.6%	0%	-4%	-8%	0%	0%	15%[57.1 µM]	0%
[42] Cc1ccc2[nH]c(=O)c(C3C(C#N)=C(N)Oc4c3ccc3cccnc43)cc2c1 (configuration not stated)
  -7%	-0.8%	3%	-25%	?	-13%	?	?	?
[43] CCCn1c(-c2cc(OC)c(OC)c(OC)c2)nc2nc3ccccc3nc21
  5%	10%	-17%	-12%	-3%	6%	0%	8%	-1%
[44] COc1cccc(OC)c1C(=O)Nc1ccc2c(c1)n(C)c(=O)n2C
  9%	2.3%	-5%	-20%	5%	0%	50%[activator]	29%	0%
[45] CC(C)OC(=O)CSc1nnc(-c2ccc(Cl)cc2Cl)n1N
  -7%	-0.6%	2%	-7%	-14%	0%	-19%	-16%	2%
[46] CCOC(=O)N1CCN(S(=O)(=O)c2ccc(C(=O)N(CCN(CC)CC)c3nc4ccc(C)cc4s3)cc2)CC1
  -11%	-4.2%	0%	-14%	3%	-2%	6%	-4%	2%
[47] C=CS(=O)(=O)c1ccc(Oc2ccc(S(=O)(=O)C=C)cc2)cc1
  -4%	1.2%	-10%	-18%	?	32µM*	-12%	5µM*	?
[48] O=C(NCCN1C(=O)S/C(=C\c2ccccc2)C1=O)C1CCN(S(=O)(=O)c2cccs2)CC1
  -13%	0.3%	-2%	-16%	-7%	7%	-13%	-8%	2%
[49] N#Cc1cn(CCOc2ccc(F)cc2)c2ccccc12
  3%	-0.4%	-11%	-12%	-12%	14%	15%	24%	-11%
[50] CCn1c(SCC(=O)c2ccc3ccccc3c2)nnc1-c1cccs1
  0%	5.1%	-5%	-12%	15%	6%	-7%	-11%	-1%
[51] CCOc1ccccc1CNc1ccc2cc(S(=O)(=O)N3CCC(C)CC3)ccc2n1
  5%[57.1 µM]	0.1%	1%	?	42%	2%	?	15%[57.1 µM]	-2%
